High-throughput results deposited in PubChem by National Center for Advancing Translational Sciences (NCATS).
Sm TGR block = inhibitors of Schistosoma mansoni thioredoxin glutathione reductase; Potency, µM (highest dose often 114 µM), for inactives: at the highest dose activity change, negative = inhibition, most hits filed as inhibitors; purified TGR, DTNB reduction, TNB absorbance 405 nm; hit rate 3% among 360,000; Q962Y6; AID 485364; further: potency means the concentration at half of the fitted maximal effect; nearly all actives have a fitted effect of over 60% in size
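TGR 20 nM + NADPH 100 uM (dispensed conc.), cpd preinc 15 min RT; start with NADPH (500 uM addition) then DTNB (15 mM addition). Kinetic TNB absorbance, 405 nm filter. Four-parameter Hill fit across titration.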
HCMV inh = human cytomegalovirus inhibition. HFF cells, HCMV-luciferase reporter, 72 h; hits give low values. activity change, negative = inhibition, % at 57.5 µM. hit rate 4.5% among 410,000. AID 1259415; in the data active means activity change below about -60%; inconclusive means no clear call, values can overlap the other calls; inactive means above about -39%
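After 16 h attachment at 37C, HFF cells received test compound and HCMV-luciferase (1 PFU/cell); reporter luminescence read 72 h later, data normalized against buffer-only and known inhibitor Salinomycin.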
AmpC no deterg = AmpC beta-lactamase inhibition without detergent; AmpC nitrocefin hydrolysis, absorbance 480 nm, 0.0001% Triton; Potency, µM (series often up to 57.1 µM), inactives show at the highest dose activity change, negative = inhibition, actives largely listed as inhibitors; hit rate 0.52% among 330,000;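 further: potency means the concentration at half of the fitted maximal effect; plate controls were no compound for no effect and no enzyme for full effect; nearly all actives have a fitted effect of over 20% in size; some results filed as inactive show a strong effect at the top dose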
Target sequence (P00811 whole entry, looked up): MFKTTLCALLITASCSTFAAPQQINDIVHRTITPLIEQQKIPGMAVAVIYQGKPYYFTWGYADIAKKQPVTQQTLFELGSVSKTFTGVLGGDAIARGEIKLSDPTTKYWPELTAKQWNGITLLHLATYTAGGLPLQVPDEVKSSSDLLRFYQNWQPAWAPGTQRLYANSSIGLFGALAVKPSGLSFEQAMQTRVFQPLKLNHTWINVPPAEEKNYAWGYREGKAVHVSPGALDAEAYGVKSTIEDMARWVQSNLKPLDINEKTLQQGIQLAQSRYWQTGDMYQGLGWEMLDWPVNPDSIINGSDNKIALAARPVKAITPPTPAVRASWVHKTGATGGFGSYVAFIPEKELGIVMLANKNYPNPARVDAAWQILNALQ
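20 mM phosphate pH 7.0 + 0.01% (detergent screen) or 0.0001% Triton X-100; 5.3 nM AmpC reagent; cpd preinc 15 min RT; nitrocefin (800 uM stock) to start; A480 q20 s × 4 min; Activity was normalised to no-enzyme and no-compound control wells.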
AMA1-RON2 inh = inhibitors of Plasmodium falciparum AMA1-RON2 interaction; AID 720542; AlphaScreen AMA1-biotinylated RON2 peptide binding; Potency, µM (top dose mostly 58.2 µM), inactives show at the top dose activity change, negative = inhibition, most hits filed as inhibitors; hit rate 0.2% among 360,000;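 further: potency means the concentration at half of the fitted maximal effect; 0% = vehicle wells and -100% = peptide control; nearly all actives have a fitted effect of over 45% in size; some results filed as inactive show a strong effect at the top dose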
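AMA1 (3D7) with his tag at 25 nM final met compounds first, then biotinylated RON2 peptide at 25 nM; detection used donor plus acceptor beads, 10 µg/mL apiece, read by AlphaScreen after 30 min at room temperature.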
FBPA Giardia inh = inhibitors of Giardia lamblia fructose-1,6-bisphosphate aldolase. A8B2U2. purified Giardia FBPA. Potency, µM (doses to about 59.6 µM), for inactives: top-dose activity, negative = inhibition, most hits filed as inhibitors. hit rate 0.71% among 290,000; further: potency means the concentration at half of the fitted maximal effect; nearly all actives have a fitted effect of over 55% in size
Target sequence (A8B2U2 whole entry, looked up): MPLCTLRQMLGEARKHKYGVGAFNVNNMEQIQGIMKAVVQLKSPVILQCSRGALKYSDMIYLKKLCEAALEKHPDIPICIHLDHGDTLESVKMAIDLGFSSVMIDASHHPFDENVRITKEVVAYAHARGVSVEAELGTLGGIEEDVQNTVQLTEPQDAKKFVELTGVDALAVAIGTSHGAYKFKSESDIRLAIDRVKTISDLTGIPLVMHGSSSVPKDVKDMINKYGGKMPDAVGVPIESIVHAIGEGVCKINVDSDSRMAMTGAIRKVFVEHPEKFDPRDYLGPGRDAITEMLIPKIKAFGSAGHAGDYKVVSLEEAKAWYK
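40 nM FBPA preincubated 10 min at RT with compound (up to 57.5 uM final), then substrate plus GAPDH/TPI/NAD/arsenate coupling and diaphorase/resazurin added. Fluorescence read after 20 min at RT, 525/598 nm.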
AmpC inh detg = AmpC beta-lactamase inhibition with detergent present | P00811 | AmpC hydrolysis of nitrocefin, absorbance 480 nm, 0.01% Triton | Potency, µM (doses to about 114 µM), for inactives: top-dose activity change, negative = inhibition, hits mostly inhibitors | hit rate 0.041% among 370,000 | AID 485294;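 further: potency means the concentration at half of the fitted maximal effect; 0% = no-compound wells and -100% = no-enzyme wells; nearly all actives have a fitted effect of over 25% in size; some results filed as inactive show a strong effect at the top dose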
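20 mM phosphate pH 7.0 + 0.01% (detergent screen) or 0.0001% Triton X-100; 5.3 nM AmpC reagent; cpd preinc 15 min RT; nitrocefin (800 uM stock) to start; A480 q20 s × 4 min; Activity was normalised to no-enzyme and no-compound control wells.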
The depositor's hits bear a star; ? = inconclusive; nt = no result given; & = joins results of further samples; ! = not active in a repeat; [ ] = dose if it differs, or a comment. Unless noted, the call rests on the fitted dose curve; in most records, active means well fitted curve in the direction sought with a large enough effect; inconclusive means small, poorly fitted or top-dose-only effect, or another doubt; inactive means no such curve, though single readings can be large; an effect the other way counts as inactive or inconclusive. Unless noted, on the % scale 0 is the no-effect control and ±100 the full control effect. A portion of the library; count on the stated rates, not on these rows.

The line under a structure holds: Sm TGR block	HCMV inh	AmpC no deterg	AMA1-RON2 inh	FBPA Giardia inh	AmpC inh detg
1) COc1ccccc1N1CCN(CCCN=C2CC(=O)N(C)C(=O)N2C)CC1
 : nt	-6	-28%	-6%	nt	nt
2) N#Cc1ccc(C(c2ccc(C#N)cc2)n2cncn2)cc1
 : 13%	52	-15%	nt	5%	-5%
3) O=C(O)c1cccnc1Nc1cccc(C(F)(F)F)c1
 : 0%	45	-21%	-11%	11%	-9%
4) O=C(CSc1nc2ccccc2n1Cc1cccc(Cl)c1)N1CCN(c2ccc(F)cc2)CC1
 : 1%	-4	nt	nt	nt	16%
5) CCCCn1cnc2cc(NCc3ccccc3Cl)ccc21
 : 0%	?	nt	nt	nt	-2%
6) Cc1c(C(=O)O)c(O)cc2c1C(=O)c1c(O)c([C@@H]3O[C@H](CO)[C@@H](O)[C@H](O)[C@H]3O)c(O)c(O)c1C2=O
 : nt	-13	-11%	13%	nt	nt
7) CC1Cc2ccccc2N1NC(=O)c1ccc(Cl)c(S(N)(=O)=O)c1 (stereo unspecified)
 : -3%	-21	-18%	11%	4%&-2%	-3%
8) COc1ccc(-c2cn3cccnc3n2)cc1NC(=O)c1cc(C)cc(C)c1
 : 3%	-3	nt	nt	nt	2%
9) CN(C)CCC[C@]1(c2ccc(F)cc2)OCc2cc(C#N)ccc21
 : 7%	?	36%	-5%	17%	0%
10) COc1cc([C@@H]2Oc3cc(C4Oc5cc(O)cc(O)c5C(=O)[C@H]4O)ccc3O[C@H]2CO)ccc1O (stereo partly specified)
 : 45µM*	nt	-56%	35%[activator]	nt	-19%
11) CC(=O)CCCCn1c(=O)c2c(ncn2C)n(C)c1=O
 : 4%&0%	-40	-16%&-15%	-5%	6%	-10%&-6%
12) CCCCCC(=O)O[C@]1(C(C)=O)CC[C@H]2[C@@H]3CCC4=CC(=O)CC[C@]4(C)[C@H]3CC[C@@]21C
 : -16%	-68*	56%	-7%	-12%	-10%
13) C=CC[n+]1ccc(/C=C2\C=Cc3cc(C)ccc3N2CC)c2ccccc21
 : 15%	nt	-5%	?	?	?
14) COc1ccc(C2CNC(=O)C2)cc1OC1CCCC1 (stereo unspecified)
 : 6%&8%&-3%	86	3%&-14%&8%	11%	6%&-6%&1%&6%&4%&4%	-1%&-9%&1%
15) COc1ccc(Cn2c(SCc3ccc(C(=O)NC4CCCC4)cc3)nc3ccncc32)cc1
 : -2%	8	nt	nt	nt	-3%
16) COC(=O)C1=CO[C@@H](O[C@@H]2O[C@H](CO)[C@@H](O)[C@H](O)[C@H]2O)C2C1C[C@H](O)[C@@H]2C (stereo partly specified)
 : -1%	8	-13%	13%	nt	-3%
17) CCCc1nc(C(C)(C)O)c(C(=O)O)n1Cc1ccc(-c2ccccc2-c2nn[nH]n2)cc1
 : 0%	nt	-57%	nt	-22%	45µM*
18) O=C(Cn1c(=O)n(Cc2ccco2)c(=O)c2oc3ccccc3c21)Nc1ccccc1
 : -13%	-9	nt	nt	nt	16%
19) CCN(CC)CCOC(=O)c1ccc(N)cc1
 : 5%	-21	-23%	2%	?	-6%
20) COCCn1c(SCC(=O)Nc2ccc(F)c(Cl)c2)nc2c(oc3ccccc32)c1=O
 : 1%	-80*	nt	nt	nt	0%
21) Oc1ccc(C2CNCCc3c2cc(O)c(O)c3Cl)cc1 (stereo unspecified)
 : -7%	-37&-18	-13%	23%&45%	-11%	-18%
22) COc1ccc(-c2cc(=O)c3c(O)cc(O[C@@H]4O[C@H](CO[C@@H]5O[C@@H](C)[C@H](O)[C@@H](O)[C@H]5O)[C@@H](O)[C@H](O)[C@H]4O)cc3o2)cc1O
 : 2%	-36	-12%	0%	24%	?
23) CCc1ccc(CCOc2ccc(CC3SC(=O)NC3=O)cc2)nc1 (stereo unspecified)
 : nt	-12	nt	-3%	14%	nt
24) Cc1ccc(=O)n(-c2ccccc2)c1
 : nt	101	nt	11%	1%&-27%	nt
25) COc1ccc(C[C@H]2COC(=O)[C@@H]2Cc2ccc(OC3OC(CO)C(O)C(O)C3O)c(OC)c2)cc1OC (stereo partly specified)
 : -3%	nt	-11%	-1%	0%	-14%
26) Cc1cncn1CCc1nc2c3ccccc3nc(SCC(=O)Nc3cccc(Cl)c3)n2n1
 : 7%&6%	-105*!	212%[activator]	-21%	-5%	11%&3%
27) NOCC(=O)O
 : 2%	-19	-18%	2%	-4%	-3%
28) Oc1cc2c(cc1O)[C@H]1c3ccc(O)c(O)c3OC[C@@]1(O)C2
 : 2.2µM*	-34	-16%	32µM*	?	0%
29) O=C(CCCCCn1c(=O)c2sccc2n(CC(=O)Nc2cccc(Cl)c2)c1=O)NCc1ccc2c(c1)OCO2
 : ?	1	nt	nt	nt	1%
30) COc1ccc(-c2cc(=O)c3c(O)cc(OC4OC(COC5OC(C)C(O)C(O)C5O)C(O)C(O)C4O)cc3o2)cc1O (stereo unspecified)
 : 2%	0	3%	-11%	nt	6%

5 compounds drawn at random from those above:
The line under a structure holds: Sm TGR block	HCMV inh	AmpC no deterg	AMA1-RON2 inh	FBPA Giardia inh	AmpC inh detg
17) CCCc1nc(C(C)(C)O)c(C(=O)O)n1Cc1ccc(-c2ccccc2-c2nn[nH]n2)cc1
 : 0%	nt	-57%	nt	-22%	45µM*
29) O=C(CCCCCn1c(=O)c2sccc2n(CC(=O)Nc2cccc(Cl)c2)c1=O)NCc1ccc2c(c1)OCO2
 : ?	1	nt	nt	nt	1%
7) CC1Cc2ccccc2N1NC(=O)c1ccc(Cl)c(S(N)(=O)=O)c1 (stereo unspecified)
 : -3%	-21	-18%	11%	4%&-2%	-3%
26) Cc1cncn1CCc1nc2c3ccccc3nc(SCC(=O)Nc3cccc(Cl)c3)n2n1
 : 7%&6%	-105*!	212%[activator]	-21%	-5%	11%&3%
2) N#Cc1ccc(C(c2ccc(C#N)cc2)n2cncn2)cc1
 : 13%	52	-15%	nt	5%	-5%

Carrying on.
The line under a structure holds: Sm TGR block	HCMV inh	AmpC no deterg	AMA1-RON2 inh	FBPA Giardia inh	AmpC inh detg
31) CC(O)CNC(=O)C(=O)Nc1c2c(nn1-c1ccc(Cl)cc1)CSC2 (stereo unspecified)
 : -24%	-1	nt	nt	nt	0%
32) CCC(NC(C)C)C(O)c1ccc(O)c2[nH]c(=O)ccc12 (stereo unspecified)
 : -3%	nt	-19%	87%[activator]	-21%	1%
33) Cc1nc2c(-c3ccccc3)c(C)[nH]n2c(=O)c1Cc1ccc(Br)cc1
 : -1%	-97*	nt	nt	nt	-2%
34) Cc1cccc(N2CCN(C(=O)CCC(=O)NNc3nc4ccccc4c4nc(C)nn34)CC2C)c1 (stereo unspecified)
 : 1%	-2	nt	nt	nt	-1%
35) COc1cc(C(c2c(C)[nH][nH]c2=O)c2c(C)[nH][nH]c2=O)ccc1OC(=O)c1cccc(C)c1
 : 12%	2	nt	nt	nt	12%
36) COc1cc2ncnc(Nc3cccc(Cl)c3)c2cc1OC
 : 1%	nt	1%	nt	-5%&-16%&-9%	-2%
37) C/C=C(/C)C(=O)OC(C)(C)[C@@H]1Cc2c(ccc3ccc(=O)oc23)O1
 : -14%	-16	6%	-6%	-7%	-14%
38) O=C(O)CCC(=O)c1ccc(-c2ccccc2)cc1
 : -1%	40	-21%	3%	20%	-6%
39) COc1cc(-c2oc3cc(O)cc(O)c3c(=O)c2O[C@@H]2O[C@H](COC3O[C@@H](C)[C@H](O)[C@@H](O)[C@H]3O)[C@@H](O)[C@H](O)[C@H]2O)ccc1O (stereo partly specified)
 : nt	5	-13%	19%	nt	nt
40) CNCCCN1c2ccccc2CCc2ccccc21
 : -11%	-17	1%	-5%	-9%	?
41) CC1(C)O[C@H]2CC(=O)OC[C@@]23C1CC(=O)[C@]1(C)C3CC[C@@]2(C)[C@H](c3ccoc3)OC(=O)[C@H]3O[C@]321 (stereo partly specified)
 : -12%	5	-3%	9%	nt	3%
42) C[N+]1(C)CCC(=C(c2ccccc2)c2ccccc2)CC1
 : 0%	-2	19%	-5%	1%[21.7 µM]	?
43) CN1CCCN=C1COC(=O)C(O)(c1ccccc1)C1CCCCC1 (stereo unspecified)
 : 2%	?	50%	-7%	0%&1%	-8%
44) COc1ccc(-n2nc3c(N4CCCC(C(=O)NCc5ccccc5C)C4)nnc(C)c3c2C)cc1 (stereo unspecified)
 : -20%	-99*	185%[activator]	nt	nt	-6%
45) COc1ccc(CC(=O)Nc2c(C(=O)N3CCN(c4ccccc4F)CC3)oc3ccccc23)cc1OC
 : -3%	-32	nt	nt	nt	16%
46) C/C=C/C(=O)N(CC)c1ccccc1C
 : 0%	-30	-12%&-11%	8%	2%&-4%	-5%
47) CN(C)CCCC1(c2ccc(F)cc2)OCc2cc(C#N)ccc21 (stereo unspecified)
 : 0%&0%	0	2%&-2%	-2%	3%&-3%&-3%	-15%&-1%
48) Cc1ccc(N(CC2=NCCN2)c2cccc(O)c2)cc1
 : 5%&0%&0%	-66*!	-13%&-13%&-29%	-9%&14%&7%	?	?
49) Oc1ccc2c(c1)OCC1(O)Cc3cc(O)c(O)cc3C21 (stereo unspecified)
 : nt	-6	nt	13µM*	18µM*	nt
50) C1COC(NC(C2CC2)C2CC2)=N1
 : ?	-25	47%	2%	0%	-5%
51) CC[C@@H]1C(=O)OC[C@@H]1Cc1cncn1C
 : 9%&13%&2%	3&-28	-34%&-9%&-16%	-11%&-4%	-12%&-3%&-1%&1%&-15%	1%&-7%&-1%
52) CC(C)=CCOc1c2ccoc2cc2oc(=O)ccc12
 : -5%	13	-24%	-3%	-10%	-9%
53) N[C@@H](Cc1c[nH]c2ccc(O)cc12)C(=O)O
 : 0%	?	-11%	-2%	?	?
54) CCn1cc(C(=O)O)c(=O)c2cnc(N3CCNCC3)nc21
 : -4%	nt	-45%	nt	4%	-1%
55) CCCCNc1ccc(C(=O)OCCOCCOCCOCCOCCOCCOCCOCCOCCOC)cc1
 : -6%	24	215%[activator]	-7%	-1%[21.7 µM]	?
56) CC(=O)Nc1ccc(CC(=O)O)cc1
 : 4%	53	-12%	-1%	6%	-8%
57) Nc1nc(O)c(N=Nc2ccc(S(N)(=O)=O)cc2)c(=O)[nH]1
 : 6%	-3	-2%	2%	4%	-10%
58) CCCCNc1ccc(C(=O)OCCN(C)C)cc1
 : 64%[activator]	3	0%	-12%	-3%	?
59) Cc1cccc2c1NC(=O)C2(c1ccc(O)cc1)c1ccc(O)cc1
 : 3%	-7	-44%	-1%	2%	-13%
60) O=c1oc2c(O)c(O)cc3c(=O)oc4c(O)c(O)cc1c4c23
 : -28%	nt	-36%	0.79µM*	2µM*	?
